# AID2073 – inhibitors of Mint1-CaV2.2 protein interaction, biochemical, HTRF (AID 2073) | HTRF protein-protein interaction, Mint1-CaV2.2; higher % means a stronger effect | one-dose inhibition, % at 20 µM; IC50 in µM for titrated hits | actives 0.19% (n = 290,000); in the data active = inhibition mostly above about 51%, no sharp cut-off; inconclusive = no clear call, values can overlap the other calls; inactive = mostly below about 53%; also: some results filed as inactive read as strong as hits
# XIAP displacement – XIAP antagonists, biochemical, IAP family, fluorescence polarization (AID 1018); XIAP BIR domain, fluorescence polarization peptide displacement; higher % means a stronger effect; displacement, % at 20 µM, or IC50 in µM where a hit was titrated; actives 0.007% (n = 200,000); in the data active = displacement above about 50%; also: a part of the inactive calls stands beside numbers as strong as those of hits
# Dengue-2 NS5 capping – flavivirus cap methylation enzyme inhibition – biochemical, confirmation dose response, primary screen (AID 588689); Dengue-2 NS5 methyltransferase capping enzyme assay, biochemical; higher % means a stronger effect; inhibition, % at 25 µM; hits with a dose series show IC50 in µM; actives 0.3% (n = 340,000); in the data active = a potency from the dose series; inconclusive = inhibition above about 29% without an active follow-up result
# HIV peptide binding – cell-free HIV fusion peptide-binding blockers – biochemical, uHTS, fluorescence dequenching, primary screen (AID 1986) | cell-free peptide binding, fluorescence dequenching, 30 min; higher % means a stronger effect | one-dose inhibition, % at 20 µM; IC50 in µM for titrated hits | actives 0.3% (n = 290,000); in the data active = inhibition mostly above about 52%, no sharp cut-off; inactive = mostly below about 76%; also: some results filed as inactive read as strong as hits
# Siah-1 displacement – blockers of Siah-1 interaction with plectin peptide – biochemical, fluorescence polarization, rhodamine-plectin, uHTS, primary screen (AID 1817); one-dose displacement, % at 20 µM; IC50 in µM for titrated hits; Siah-1 / rhodamine-plectin peptide fluorescence polarization; higher % means a stronger effect; actives 0.02% (n = 290,000);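 active = displacement of at least 50% at 20 µM, with a fluorescence ratio check between 0.3 and a set limit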;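 also: plate controls were Siah plus tracer with DMSO for no effect and tracer alone without Siah for full effect; strong numbers were not always called active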
# Myeloid diff MLP – promotes myeloid progenitor differentiation; calls only at 10 µM; actives 1% (n = 360,000); AID 624256; ER-HoxA9 myeloid progenitors, lysozyme-GFP differentiation, flow cytometry;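 active = normalized GFP-positive differentiation at or above the plate's own cutoff, the solvent-only control mean plus 3 SD; inconclusive = no clear call, values can overlap the other calls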;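 also: cells exposed to compound for four days before flow analysis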
# Lipid droplet – hepatic lipid droplet formation modulation. AML12 mouse hepatocytes, oleate lipid droplets, BODIPY imaging. inhibition, % at 6.5 µM. actives 0.4% (n = 240,000). AID 1656;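 active = lipid droplet intensity inhibited by at least 50%, with more than 500 cells counted; inconclusive = wells with under 300 cells, treated as cytotoxic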
#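 Material: mouse AML12 hepatocyte cell line, fixed after treatment; Timing: compound with oleate, overnight; Technique: high-content imaging of BODIPY-stained droplets and DAPI nuclei; Probe or stimulus: oleate, 100 µM final; Dosing: compound at 6.5 µM only.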
# NOD2 inhibition – inhibition of NOD2-driven NF-kB reporter – cell-based, luminescence, uHTS, HEK293 (AID 1566); actives 0.63% (n = 290,000); inhibition, % at 4 µM, or EC50 in µM where a hit was titrated; HEK293 NOD2/NF-kB luciferase reporter, luminescence; higher % means a stronger effect; also: many of its hits are not listed in these tables
# LYP phosphatase – inhibitors of LYP phosphatase, biochemical, fluorescence intensity, uHTS (AID 1779) | inhibition, % at 11.5 µM, or IC50 in µM where a hit was titrated | actives 0.054% (n = 290,000) | recombinant LYP phosphatase, fluorescence intensity; higher % means a stronger effect;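 also: plate controls were vehicle with enzyme for no effect and no enzyme for full effect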
# Lipid droplet cells 6.5 µM – also measured in Lipid droplet; calls as there; cell count; measured here: cell count, cytotoxicity flag;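 cells counted across two imaged fields per well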
# Myeloid diff MLP GFP+ MAC1+ % – recorded beside Myeloid diff MLP, whose call it bears; GFP+ MAC1+ double positive, %; measured here: differentiation confirmed by MAC1 staining
# * = called active by the depositor; i = inactive; ? = inconclusive; . = not tested or not shown; + = active, no number. Rule as the data show it, unless noted: active = inhibition above about 50%; inactive = the rest.
SMILES | AID2073 | XIAP displacement | Dengue-2 NS5 capping | HIV peptide binding | Siah-1 displacement | Myeloid diff MLP | Myeloid diff MLP GFP+ MAC1+ % | Lipid droplet | Lipid droplet cells 6.5 µM | NOD2 inhibition | LYP phosphatase
O=C(Nc1ccc(N2CCOCC2)cc1N1CCOCC1)c1cccs1 | -3.7% | -2.4% | -3.0% | 0.6% | -1.8% | i | 0.4 | 12.2 | 681 | 7.9% | -10.5%
Cc1ccc(NC(=S)N2CCN(S(=O)(=O)c3ccc(C)cc3)CC2)cc1 | -19.4% | . | -2.6% | -1.0% | 0.9% | i | 5.0 | 7.7 | 696 | 5.0% | -6.8%
NC(=O)C1CCCN1 (configuration not stated) | -3.9% | -9.6% | -0.8% | 1.0% | 1.1% | i | 0.1 | -9.1 | 593 | -13.1% | 2.4%
CCn1c(C)nc2cc(S(=O)(=O)Nc3ccc(C)cc3)ccc21 | 3.9% | -5.5% | 18.6% | -1.1% | 24.9% | i | 0.6 | -6.2 | 665 | 2.9% | -5.1%
Cc1ccc(Nc2nnc(SCC(=O)Nc3ccc(S(=O)(=O)N4CCOCC4)cc3)s2)cc1 | 6.6% | -3.2% | -5.5% | -1.9% | -5.1% | i | 0.6 | -0.8 | 779 | -36.9% | 1.6%
O=C1CSC(c2cccnc2)N1CCc1ccccn1 (configuration not stated) | -18.9% | . | -4.6% | 4.1% | -3.6% | i | 0.2 | -22.6 | 665 | . | -12.6%
CCOP(=O)(c1ccc(N(C)C)cc1)C(O)c1ccc(OC)cc1 (configuration not stated) | 10.2% | . | -0.7% | 0.7% | 0.6% | i | 0.5 | 15.6 | 730 | -9.1% | -8.8%
COc1cccc(-c2csc(N3CCN(C(=O)NC45CC6CC(CC(C6)C4)C5)CC3)n2)c1 | -6.1% | 1.2% | 0.0% | -0.9% | 9.2% | i | 1.4 | 29.6 | 678 | 8.1% | 2.7%
O=C(NCCNc1ccnc2cc(Cl)ccc12)c1ccccc1F | -5.9% | . | -4.1% | -0.3% | 12.1% | i | 0.8 | -4.4 | 737 | 54.8%* | -4.1%
Cc1cnc(NC(=O)CSc2nnc(-c3ccncc3)n2C2CCCCC2)s1 | -4.8% | 0.1% | -8.5% | -0.2% | -0.2% | i | 0.3 | . | . | -3.2% | -11.5%
COC(=O)c1ccccc1NC(=O)C1CC(=O)N(c2ccc(C)cc2)C1 (configuration not stated) | ? | -1.1% | -6.3% | 0.3% | 3.7% | i | 2.4 | -1.7 | 782 | -4.9% | -4.4%
Cc1cc(NC2CCCCC2)n2c(n1)nc1ccccc12 | 35.9% | -0.3% | 9.8% | 1.0% | 1.9% | i | 0.3 | 19.1 | 708 | 1.6% | 0.0%
Cc1ccc2nc(SCC(=O)N/N=C/c3ccco3)cc(C)c2c1 | 16.0% | -4.8% | -1.6% | -0.7% | 5.7% | i | 0.6 | 11.7 | 765 | 25.0% | 0.4%
Nn1c(SCC(=O)N2CCCc3ccccc32)nncc1=O | -12.3% | -2.5% | -7.5% | 0.6% | 0.7% | i | 0.9 | 10.5 | 705 | 3.7% | -1.7%
CN(C)CCn1c(N)nc2ccccc21 | 10.2% | . | -4.6% | -0.1% | 11.3% | i | 1.2 | -5.5 | 707 | -11.6% | 2.4%
CCOc1ccc(Nc2cc(Nc3ccccc3OCC)nc(C=C(C#N)C#N)n2)cc1 | -3.0% | . | 5.4% | 148.1% | 10.8% | i | 1.0 | 4.2 | 711 | -0.7% | -1.6%
Cc1c(CCO)c(=O)[nH]n1S(=O)(=O)c1ccc(F)cc1 | 6.3% | . | -6.4% | 1.3% | 1.6% | i | 0.5 | 1.8 | 868 | -6.2% | -3.1%
CCOc1ccc(C(=O)CSc2nnc(C3CC3)n2C)cc1 | -5.2% | -6.3% | -4.8% | -2.4% | -2.4% | i | 0.5 | -9.2 | 719 | 16.2% | -2.8%
O=S(=O)(Cc1ccc(Cl)cc1)NCc1cccnc1 | -15.3% | . | . | -0.2% | -0.2% | i | 0.6 | -7.5 | 667 | 3.3% | -6.3%
CCC(=O)N/N=C(\C)CC(=O)Nc1ccc2ccccc2c1 | -7.1% | -4.2% | 1.6% | -2.0% | -3.3% | i | 1.6 | . | . | -22.1% | -0.8%
COc1ccc(-c2onc3ccc(Cl)cc23)cc1 | 10.3% | -0.6% | 3.2% | 10.8% | -0.5% | i | 0.6 | 11.8 | 754 | 2.2% | -2.9%
O=[N+]([O-])c1cc([N+](=O)[O-])c2c(=Nc3ccccc3)n(-c3ccccc3)n(O)c2c1 | 24.8% | 4.6% | 30.9µM* | 5.3% | 20.1% | i | 0.6 | 1.2 | 670 | 13.2% | 1.9%
Cc1ccccc1OCC(=O)Nc1c2c(nn1C(C)(C)C)CS(=O)(=O)C2 | 5.2% | . | 3.9% | -0.9% | 1.3% | + | 5.7* | -43.9 | 618 | 6.9% | -4.9%
CCC(=O)Nc1c(C(=O)N2CCCCCC2)cnn1-c1ccc(C)c(C)c1 | 4.6% | -5.2% | -5.6% | 2.4% | 0.8% | i | 10.3 | -0.9 | 700 | 2.8% | -8.3%
COc1ccccc1C1c2ccc3ccccc3c2Oc2ncn(CCN(C)C)c(=N)c21 (configuration not stated) | -7.9% | . | -2.6% | 1.2% | -5.4% | i | 0.1 | -35.8 | 792 | -6.4% | -10.2%
O=C(NCc1cccs1)C1CCCN1C(=O)Nc1ccc(F)cc1 (configuration not stated) | -0.4% | . | -8.5% | -0.2% | 4.5% | i | 0.6 | -1.2 | 662 | 13.6% | -8.6%
Cc1cc(=O)[nH]c(SCC(=O)N2CCN(C(c3ccccc3)c3ccccc3)CC2)n1 | ? | -8.8% | -2.1% | 3.5% | 12.6% | i | 0.5 | -10.4 | 679 | 0.0% | -3.2%
Cc1ccc(S(=O)(=O)CCN2C=CC(C(F)(F)F)=NCC2)cc1 | -4.1% | . | . | -2.3% | -6.1% | i | 0.3 | -15.2 | 681 | -61.3% | -10.6%
Cc1cc(C)cc(NC(=O)Cn2c(=O)oc3cc(S(=O)(=O)N4CC(C)CC(C)C4)ccc32)c1 (configuration not stated) | -0.9% | -4.1% | -2.8% | -2.0% | -3.8% | i | 2.1 | . | . | -6.0% | 5.1%
O=C(NCC(=O)N1CCCCC1)c1ccc(Cl)cc1Cl | -2.7% | -6.7% | -7.7% | 1.9% | 0.4% | i | 1.0 | 4.9 | 703 | -23.7% | -8.8%
CCOC(=O)N1CCC(Nc2nc3ccccc3nc2NS(=O)(=O)c2ccc(Cl)cc2)CC1 | 37.1% | -3.8% | 0.7% | 32.9% | 3.9% | i | 12.8 | 5.9 | 695 | -15.3% | -2.6%
Cn1cc(C(=O)NCC2COc3ccccc3O2)c(=O)c2cc(S(=O)(=O)N3CCCCC3)ccc21 (configuration not stated) | -3.9% | -5.6% | -1.7% | 0.8% | 1.1% | i | 1.8 | -5.8 | 742 | -7.6% | 6.8%
O=C(NC1=NCCS1)c1cccc(OC(F)F)c1 | 1.4% | -3.1% | -10.3% | 1.0% | -0.3% | i | 0.2 | 0.5 | 666 | -71.1% | 1.6%
CC(=O)c1nnn(-c2cccc(C#N)c2)c1C | -0.3% | . | 6.9% | -0.3% | -2.3% | i | 0.6 | 36.4 | 678 | 11.3% | -7.4%
O=[n+]1c2c(n([O-])c3c1CCC3)CCCC2 | -8.3% | -3.5% | 0.7% | 1.2% | -1.5% | i | 0.7 | 1.1 | 780 | 17.8% | -0.7%
CNC(=S)N(CCCN(C)C)Cc1cc2cc3c(cc2[nH]c1=O)OCCO3 | -2.6% | . | -3.5% | 0.6% | 2.4% | i | 0.5 | 4.6 | 813 | -3.7% | -8.8%
CSc1nc(-c2ccccc2)nc(NC(=O)C(C)C)c1C(C)=O | -12.9% | -5.9% | -10.3% | -0.5% | -1.5% | i | 0.2 | 20.6 | 686 | 4.7% | -1.8%
Cc1cc(C)cc(OCc2ccc(C(=O)NN)o2)c1 | 9.2% | . | -6.9% | 0.3% | -0.1% | + | 1.1* | -5.9 | 740 | 6.4% | -8.5%
O=C(c1csc2ccccc12)n1cccn1 | -2.6% | -4.1% | -3.2% | -1.4% | -1.1% | i | 5.9 | -2.3 | 661 | -11.6% | -2.4%
COc1ccc([C@@H]2[C@@H](C(=O)C(C)(C)C)N3N=Cc4ccccc4[C@@H]3C23C(=O)OC(C)(C)OC3=O)cc1OC | -0.9% | -4.4% | -5.5% | 9.5% | 1.9% | i | 0.0 | 29.9 | 649 | 11.5% | -6.9%
Cc1ccc(NC(=O)CN2C(=O)COc3ccc(S(=O)(=O)N4CCOCC4)cc32)cc1F | 5.8% | . | -0.9% | -0.2% | -0.4% | i | 3.1 | 7.8 | 706 | 8.7% | -8.7%
COc1ccc(CC(=O)NNS(=O)(=O)c2ccc([N+](=O)[O-])cc2)cc1OC | -5.0% | . | 1.7% | -0.3% | 1.4% | i | 0.5 | 9.8 | 799 | -6.3% | -8.5%
COc1cc(C2c3c(oc4ccccc4c3=O)C(=O)N2Cc2cccnc2)cc(OC)c1OC (configuration not stated) | 13.1% | 0.7% | . | 1.6% | 4.6% | . | . | -6.4 | 650 | -2.8% | -4.0%
COc1ccc(N2CCN(C(=S)Nc3ccc(C)cc3C)CC2)cc1 | -11.0% | -1.9% | -2.7% | -0.9% | 3.3% | i | 0.1 | -9.8 | 573 | 0.6% | -6.1%
O=c1c(C=NCCCn2ccnc2)c(-c2ccccc2)[nH]n1-c1nc2ccccc2s1 | -1.7% | -0.6% | 0.0% | -0.5% | -0.6% | i | 6.1 | -14.1 | 765 | 7.1% | 0.8%
Cc1ccc(OCCn2c(=O)n(C)c3ccccc32)cc1 | -2.1% | -3.3% | . | -2.1% | 3.8% | i | 0.0 | -11.2 | 694 | -82.4% | -5.1%
Cc1cc(C(=O)NNC(=O)c2cccc(C(F)(F)F)c2)no1 | 0.8% | . | -1.6% | -2.0% | 5.9% | i | 1.0 | -5.4 | 693 | 6.8% | -3.6%
COc1ccc(N(CCCN2C(=O)c3cccc4cccc(c34)C2=O)C(=O)c2cccs2)cc1 | 20.4% | -2.3% | -6.4% | 0.3% | 10.5% | i | 0.3 | -1.9 | 649 | -6.2% | 1.5%
COc1cc(/C=C/C(=O)c2ccc(C)c([N+](=O)[O-])c2)cc(OC)c1O | 0.8% | -8.1% | 23.8% | 3.3% | 6.3% | i | 0.0 | 8.6 | 662 | -37.7% | -0.9%
Cc1ccc(-c2nn3c(C)nnc3s2)cc1NC(=O)CSc1ccc(Cl)cc1 | 12.9% | -7.3% | -7.2% | 5.5% | 14.4% | + | 20.9* | -7.9 | 729 | -11.8% | 4.5%

# These rows are one share of the data, so the mix of outcomes need not match the whole.
